Assay outcomes deposited in PubChem by PCMD.
CatB mix inh = cathepsin B inhibitors from pooled compounds, primary screen, biochemical, compound mixtures, AMC fluorescence | inhibition, %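 (ten-compound pools at 5 µM per compound and 50 µM total)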 | 0.06% of 62,000 active | Purified cathepsin B, AMC dipeptide fluorescence | AID 488, 2006; in the data active means inhibition above about 22%, passing the limit was not always enough;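 further: 0% = enzyme without compound and 100% = no enzyme blank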
C1s inh = complement C1s protease inhibitors, primary screen, biochemical, 10-compound mixtures. Complement C1s subcomponent (Homo sapiens), P09871. purified C1s, fluorogenic AMC substrate, pooled mixtures. mean inhibition % of two 10-compound mixtures (active compounds read high), % at 5 µM (by protocol). 0.16% of 62,000 active;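 active means inhibition above 20% in each of the two 10-compound mixture wells holding the compound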;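 further: 0% = enzyme wells lacking compound mixture and 100% = no-enzyme blank wells; some compounds called inactive have numbers as strong as hits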
E coli RNAP = E. coli RNAP inhibitors, biochemical | DNA-directed RNA polymerase subunit beta (Escherichia coli (strain K12)), P0A8V2 | E. coli RNA polymerase, fluorescence transcription assay | inhibition, %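 (tested at 10 µM)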 | 0.2% of 62,000 active; in the data active means inhibition above about 20%;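 further: 0% = enzyme without compound and 100% = no enzyme blank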
CatL block = inhibitors of human cathepsin L, biochemical. Procathepsin L (Homo sapiens), P07711. purified cathepsin L, fluorogenic substrate, fluorescence. inhibition, %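 (tested at 10 µM)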. 0.17% of 58,000 active; in the data active means inhibition above about 45%;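 further: 0% = enzyme with no compound and 100% = no enzyme blank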
Target sequence (P07711 114-288 limits assumed): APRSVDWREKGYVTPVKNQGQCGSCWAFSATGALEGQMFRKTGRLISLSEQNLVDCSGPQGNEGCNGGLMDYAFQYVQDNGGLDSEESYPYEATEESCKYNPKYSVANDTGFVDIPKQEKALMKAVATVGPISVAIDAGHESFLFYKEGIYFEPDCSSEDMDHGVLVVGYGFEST
Target sequence (P07711 292-333 limits assumed): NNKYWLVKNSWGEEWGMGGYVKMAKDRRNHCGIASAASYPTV
AP complement = alternative complement pathway inhibitors, primary screen, biochemical, ELISA, human serum, orthogonally pooled compounds | inhibition, % at 5 µM | AID 1235, 2008 | 0.08% of 62,000 active | LPS-coated ELISA, C3 deposition; tested in compound mixtures;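 active means inhibition above 30% in each of the two pooled mixtures holding the compound, so the lower value exceeds 30%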;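 further: 0% = serum in Mg-EGTA without compound and 100% = EDTA serum blank; some compounds past the cut are filed as inactive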
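Test system: human serum complement alternative pathway, C3 deposition onto LPS / Medium: Mg2+-EGTA GVB++ buffer containing human serum at 1:15 dilution / Probe or stimulus: Plate-bound LPS / Times: 1 h at 37 °C / Signal: ELISA with HRP anti-human C3 antibody, TMB substrate, absorbance 450 nm / Measure: percent inhibition / Repeats: two pool placements per compound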
CatS inh = inhibitors of human cathepsin S, biochemical, compound mixtures; P25774; recombinant cathepsin S, AMC dipeptide fluorescence, pooled mixtures; inhibition, %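 (tested at 5 µM per compound within 10-compound mixtures)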; 0.06% of 62,000 active; in the data active means inhibition above about 32%, passing the limit was not always enough;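 further: 0% = enzyme without compound and 100% = blank without enzyme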
CatB inh = human cathepsin B inhibitors, primary screen, biochemical, fluorogenic substrate; 0.1% of 63,000 active; P07858; AID 453, 2006; purified cathepsin B, fluorescence; inhibition, %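 (tested at 10 µM)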; in the data active means inhibition above about 21%;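 further: 0% = enzyme with no compound and 100% = no enzyme blank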
CatG inh = human cathepsin G inhibitors, primary screen, biochemical, pooled compound mixtures, AMC fluorescence. purified enzyme, AMC-tetrapeptide fluorescence. inhibition, % at 5 µM (by protocol). 0.2% of 62,000 active;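 active means inhibition above 20% in each of the two mixture wells holding the compound; inactive means inhibition of 20% or less in either well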;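 further: 0% = enzyme control without mixture and 100% = blank lacking enzyme; strong numbers were not always called active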
Target sequence (P08311 21-244 limits assumed): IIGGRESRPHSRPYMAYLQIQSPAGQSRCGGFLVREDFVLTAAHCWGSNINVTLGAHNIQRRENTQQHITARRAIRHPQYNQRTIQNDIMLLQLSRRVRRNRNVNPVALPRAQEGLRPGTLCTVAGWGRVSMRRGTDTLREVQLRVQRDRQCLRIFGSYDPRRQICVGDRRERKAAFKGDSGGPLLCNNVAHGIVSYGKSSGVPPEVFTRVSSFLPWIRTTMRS
FXIa inh mix = FXIa protease inhibitors in compound pools, primary screen, biochemical, 10-compound mixtures | inhibition, % at 5 µM | AID 680, 2007 | Coagulation factor XI (Homo sapiens), P03951 | 0.19% of 62,000 active | purified FXIa, fluorogenic substrate, pooled mixtures; in the data active means inhibition above about 20%, passing the limit was not always enough;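 further: each value is inhibition by a whole ten-compound pool holding the compound; 0% = enzyme with no mixture and 100% = wells lacking enzyme; strong numbers were not always called active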
Target sequence (P03951 19-387 limits assumed): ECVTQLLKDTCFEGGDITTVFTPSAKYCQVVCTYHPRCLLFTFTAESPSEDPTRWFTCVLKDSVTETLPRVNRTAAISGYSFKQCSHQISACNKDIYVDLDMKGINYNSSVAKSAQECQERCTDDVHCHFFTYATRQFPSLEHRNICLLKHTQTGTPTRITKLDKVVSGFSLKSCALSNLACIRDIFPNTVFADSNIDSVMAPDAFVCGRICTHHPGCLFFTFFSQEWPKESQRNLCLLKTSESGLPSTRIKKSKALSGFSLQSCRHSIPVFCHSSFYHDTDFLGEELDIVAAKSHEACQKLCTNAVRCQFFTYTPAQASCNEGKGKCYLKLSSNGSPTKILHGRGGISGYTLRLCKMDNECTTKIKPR
Target sequence (P03951 388-625 limits assumed): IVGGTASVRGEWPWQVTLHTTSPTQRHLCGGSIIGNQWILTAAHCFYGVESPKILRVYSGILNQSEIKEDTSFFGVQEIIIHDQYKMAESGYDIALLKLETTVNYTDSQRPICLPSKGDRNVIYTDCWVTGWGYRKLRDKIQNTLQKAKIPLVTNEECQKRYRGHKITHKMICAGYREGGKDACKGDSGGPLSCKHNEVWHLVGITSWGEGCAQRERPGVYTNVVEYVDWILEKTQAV
* hit, by the source's call; x = no result given. These rows are one share of the data (hit frequency here may not be typical).

SMILES	CatB mix inh	C1s inh	E coli RNAP	CatL block	AP complement	CatS inh	CatB inh	CatG inh	FXIa inh mix
CCOc1ccc(NCC2CCOC(C)(C)C2)cc1 (centres undefined)	1	16	6	10	4	-4	0	8	7
O=C(CN(Cc1ccccc1F)C(=O)Cn1nnc(-c2cccs2)n1)NCC1CCCO1 (centres undefined)	4	7	7	-13	3	-9	3	11	3
COc1ccccc1N1CCN(c2cc(C)nc3nc(C)nn23)CC1	0	8	11	x	7	12	3	14	-1
O=C(Nc1ccccc1)N(CCN1CCOCC1)Cc1cccc(Cl)c1	-6	-17	-8	-7	8	-7	-3	-5	3
CC(=O)C1C(=O)CC(C)(O)C(C(C)=O)C1c1ccc(N(C)C)cc1 (centres undefined)	5	-9	8	3	11	7	7	-2	6
CCN(CC)S(=O)(=O)c1cccc(C(=O)NC2CCCCC2)c1	3	13	6	-12	11	-8	0	9	4
Cc1cn2c(nc1=O)OC1C(O)C(COC(=O)c3ccccc3)OC12 (centres undefined)	6	5	-1	-8	16	2	-3	0	10
CCN(CC)S(=O)(=O)c1cc(C(=O)OCC(=O)c2ccc3c(c2)NC(=O)CO3)ccc1F	-3	-6	-3	x	3	-3	-3	-2	6
CCOc1ccc(N2C(=O)CCC2=O)cc1	-2	-18	1	12	8	4	3	3	6
COc1ccccc1-c1nnc(SC/C(O)=C(\C#N)c2nc3ccccc3[nH]2)n1C1CCCCC1	0	14	15	6	-6	11	3	16	4
CCC(CC)COC(=O)C(C#N)c1nc2ccccc2nc1N1CCOCC1 (centres undefined)	1	-21	7	20	9	-1	2	3	7
O=C(NCc1cccnc1)c1noc2c1CCCC2	8	-25	4	5	8	1	-4	1	4
CC(C)CCn1c(CN2CCN(c3cccc(Cl)c3)CC2)nc2c1c(=O)n(C)c(=O)n2C	1	-31	7	-7	13	3	-3	-3	1
O=C(CSc1nnc(Cc2cc(=O)[nH]c(=O)[nH]2)n1-c1ccccc1)N1CCCCC1	4	9	7	14	6	0	3	10	22
COc1ccc(-n2c(=O)c3ccccc3n(CC(=O)NC3CCCC3)c2=O)c(OC)c1	2	2	6	-2	3	-1	5	11	2
COc1ccc(CN(C(=O)c2ccccc2OC)C2CCS(=O)(=O)C2)cc1 (centres undefined)	-8	-7	7	0	11	3	3	8	-4
O=C(CCc1nc2ccccc2[nH]c1=O)OCc1ccc(S(=O)(=O)N2CCOCC2)cc1	6	-9	14	0	12	2	-2	-2	5
CCCC(c1nnnn1C1CCCC1)N1CCN(C(=O)c2ccco2)CC1 (centres undefined)	5	-6	0	0	22	4	-4	-1	1
O=C(O)c1ccc(NS(=O)(=O)c2ccc3c(c2)OCCO3)cc1	1	6	-1	-8	20	-5	-2	8	5
CCN(CC)CCCn1c(=S)[nH]c2ccccc2c1=O	1	5	-1	11	16	-4	7	4	3
Cc1ccc(S(=O)(=O)NCCC(=O)N2CCN(Cc3ccccc3)CC2)cc1	6	14	0	0	9	4	5	9	4
O=C(COC(=O)C1(c2ccc(F)cc2)CCCC1)N1CCOCC1	-2	-7	2	15	-1	5	1	-4	3
CCc1nc(SCc2cc(Cl)ccc2OC)n[nH]1	5	10	6	-1	10	-3	3	7	13
COc1ccccc1N1CCN(C(=O)CCNS(=O)(=O)c2ccc3c(c2)CCC(=O)N3)CC1	-9	2	7	-3	1	8	1	11	1
O=C(COc1ccc(S(=O)(=O)N2CCCCC2)cc1)N1CCCCCC1	-1	-11	x	-5	7	13	1	0	8

Among those listed so far, these have an aryl thioether with sulfur outside any ring:
SMILES	CatB mix inh	C1s inh	E coli RNAP	CatL block	AP complement	CatS inh	CatB inh	CatG inh	FXIa inh mix
COc1ccccc1-c1nnc(SC/C(O)=C(\C#N)c2nc3ccccc3[nH]2)n1C1CCCCC1	0	14	15	6	-6	11	3	16	4
O=C(CSc1nnc(Cc2cc(=O)[nH]c(=O)[nH]2)n1-c1ccccc1)N1CCCCC1	4	9	7	14	6	0	3	10	22
CCc1nc(SCc2cc(Cl)ccc2OC)n[nH]1	5	10	6	-1	10	-3	3	7	13

(listing goes on)
SMILES	CatB mix inh	C1s inh	E coli RNAP	CatL block	AP complement	CatS inh	CatB inh	CatG inh	FXIa inh mix
COc1ccc(NC2c3ccccc3C(=O)N2c2cccnc2)cc1Cl (centres undefined)	-2	-6	-7	-5	24	-3	-3	-3	4
CC(C)Oc1ccc(C2C(C(=O)c3ccco3)=C(O)C(=O)N2CCCN(C)C)cc1 (centres undefined)	6	7	9	10	10	0	5	3	3
COc1ccc(Nc2nc3ccccc3c(=O)s2)c(OC)c1	2	-12	9	8	23	-7	5	4	3
CCOC(=O)N1CCC(N2Cc3cccc(C(=O)Nc4ccc(OC)c(OC)c4)c3C2=O)CC1	2	6	5	3	6	3	-3	9	5
O=C(NCCCN1CCCCCC1)c1ccc2c(c1)NC(=O)C(N1CCOCC1)S2 (centres undefined)	0	0	12	13	-1	6	7	-2	0
CCOC(=O)c1[nH]c2ccccc2c1NC(=O)C(CC)CC	-6	2	7	-19	4	0	2	9	3
FC(F)(F)c1cnc(Oc2ccc(-c3nnco3)cc2)c(Cl)c1	-5	-6	3	12	2	1	2	7	2
COc1cccc(N2CCN(Cc3coc4c(Cl)cc(Cl)cc4c3=O)CC2)c1	5	15	8	21	7	18	-2	13	12
CN(C)c1ccc(/C=[N+](\[O-])C2SC(=S)N(C)C2(C)C)cc1 (centres undefined)	5	-19	7	26	-19	24	8	-12	-7
CCOC(=O)C1CCN(c2cc(=O)n(Cc3ccc(F)cc3)c(=O)[nH]2)CC1	2	17	9	11	3	-6	4	13	2
Cc1ccc(OCC(=O)Nc2cccc(-c3nnc(-c4ccccc4)o3)c2)cc1	2	2	7	5	10	16	2	8	4
CN(CC(=O)NC1CCCCCC1)S(=O)(=O)c1ccccc1	1	-4	4	10	16	1	3	8	5
Cc1ccc(NC(=O)CCSc2nnc(-c3ccco3)o2)cc1	5	-7	6	10	-6	14	4	-2	2
CSc1nc2ccccc2n1CC(=O)Nc1c(C)n(C)n(-c2ccccc2)c1=O	1	-17	6	-6	18	-2	0	7	-3
CCOc1ccc(NC2c3ccccc3C(=O)N2c2ccc(Cl)cn2)cc1 (centres undefined)	4	13	11	12	8	10	0	10	1
Nc1ccc2oc(-c3ccccn3)nc2c1	1	2	3	x	12	-3	4	7	-2
O=C(CSCc1cnn(-c2ccccc2)c1-n1cccc1)NCc1ccc2c(c1)OCO2	0	14	2	3	6	-6	6	4	10
CCCCN(CCCC)S(=O)(=O)c1ccc(C(=O)Nc2nnc(CSC)o2)cc1	1	-16	3	-6	7	3	0	-5	0
Cn1c(=O)c2c(nc(CN3CCc4ccccc4C3)n2Cc2cccc(Cl)c2)n(C)c1=O	1	15	8	13	-15	3	2	12	4
O=C(NCc1ccccn1)/C(=N/O)c1ccccc1	-8	-114	-4	-8	19	-22	8	-5	-22
c1ccc(CCN2CN=C(Nc3nc4ccccc4o3)NC2)cc1	5	5	11	-7	12	19	2	9	2
N#CC1=C(SCc2ccccc2)NC(=O)C(C#N)C12CCCC2 (centres undefined)	-2	7	-1	-4	7	2	2	-4	6
Cc1ccnc2c(N3C(=O)C4C5C=CC(C5)C4(C)C3=O)cccc12 (centres undefined)	4	15	9	5	1	8	3	12	4
CCCc1[nH]nc2c1C(c1ccccc1OC)C(C#N)=C(N)O2 (centres undefined)	0	9	9	15	-11	-4	2	9	8
CN(C)CCNc1oc(COc2cccc(Cl)c2)nc1C#N	2	-1	2	-4	4	-2	1	-3	2

The list continues.
SMILES	CatB mix inh	C1s inh	E coli RNAP	CatL block	AP complement	CatS inh	CatB inh	CatG inh	FXIa inh mix
Cn1c(SCC(=O)Nc2ccc(N3CCOCC3)c(Cl)c2)nnc1C(O)c1ccccc1 (centres undefined)	2	-2	2	-12	14	-1	1	9	4
COc1ccc(C2c3c(n[nH]c3C)CC(C)(O)C2C(C)=O)cc1OC (centres undefined)	4	0	-2	-8	21	-7	-3	7	-2
Nc1nonc1-c1nc2ccccc2[nH]1	52*	9	7	41	6	2	18	-2	3
COc1ccccc1-c1nnc2sc(COc3ccc(Cl)cc3)nn12	4	-1	1	-11	6	-1	-6	0	8
CCOC(=O)CSC1=C(C#N)C(c2ccc(F)cc2)C(C(C)=O)=C(C)N1 (centres undefined)	3	13	-2	-11	26	-5	2	10	4
Cc1ccc(CN2C(=O)CCC2C(=O)NCCCN2CCOCC2)cc1 (centres undefined)	1	5	3	23	11	3	0	6	-2
C=CCn1c(SCC(=O)NC2CCCCC2)nnc1-c1sc(N)nc1C	6	-45	9	-6	7	-17	0	-4	-1
CCOCCCNC(=O)C1CCN(C(=O)N(C)C)CC1	1	-7	13	10	-5	21	6	-6	27
COc1ccc(C)cc1N(CC(=O)O)S(=O)(=O)c1ccc(C)cc1	0	-33	-12	-3	-9	-8	2	-15	-5
O=C(Cn1cc2c(n1)CCCC2)NCC1CCCO1 (centres undefined)	0	-35	-1	-8	18	-11	-1	2	-2
O=C1c2oc3ccccc3c(=O)c2C(c2cccc(F)c2)N1CCCO (centres undefined)	4	-10	10	12	-1	7	6	-5	1
CC(C)(C)NCC1(CO)SC(N)=NC1=O (centres undefined)	1	-13	6	7	-2	-8	7	5	5
COc1ccc2nc(SCC(=O)N3CCNC3=O)[nH]c2c1	5	14	5	-7	16	0	-4	11	9
O=c1cc[nH]c2cc(C(F)(F)F)ccc12	4	13	-3	-10	20	23	1	9	1
Cc1ccc(N(CC(=O)N2CCN(C3CCCCC3)CC2)S(=O)(=O)c2cccnc2)cc1	-1	0	4	6	1	16	1	-4	6
COc1c(Cl)ccc(Cl)c1C(=O)OCC(=O)O	-1	1	3	9	7	3	6	1	9
Cc1ccc2cc(CN(CC3CCCO3)S(=O)(=O)c3c(C)ccc4nsnc34)c(=O)[nH]c2c1 (centres undefined)	3	-17	13	13	7	10	2	7	1
O=C(Nc1cccc(-c2nnc(-c3ccccc3)o2)c1)C1CCCCC1	-5	1	-7	-4	9	-6	-2	3	7
CSc1nsc(SCC(=O)N2CCCc3ccccc32)n1	7	-28	6	15	3	17	0	1	9
Cn1c(=O)c2c(nc(Br)n2C)n(C)c1=O	-4	-63	8	-5	5	-9	3	-2	0
Cc1cc(C)c(C#N)c(SCC(=O)c2cccs2)n1	-3	-9	8	3	-2	1	-1	-5	-3
COc1ccc(N2C(=O)C3CCCN3C2c2cccc(C)c2)cc1 (centres undefined)	4	-14	6	28	-1	21	7	-7	4
Cn1cccc1Cc1nnc(SCC(=O)Nc2ccc(Cl)cc2)n1-c1ccc(F)cc1	1	-12	4	9	12	22	-2	9	-6
C=CCn1cnc2c(c1=O)c1nc3ccccc3nc1n2-c1ccccc1	3	0	5	-10	-2	1	-1	0	-3

Some of the entries so far, with bars between the fields.
smiles | CatB mix inh | C1s inh | E coli RNAP | CatL block | AP complement | CatS inh | CatB inh | CatG inh | FXIa inh mix
COc1ccc(C2c3c(n[nH]c3C)CC(C)(O)C2C(C)=O)cc1OC (centres undefined) | 4 | 0 | -2 | -8 | 21 | -7 | -3 | 7 | -2
Nc1nonc1-c1nc2ccccc2[nH]1 | 52* | 9 | 7 | 41 | 6 | 2 | 18 | -2 | 3
COc1ccccc1-c1nnc2sc(COc3ccc(Cl)cc3)nn12 | 4 | -1 | 1 | -11 | 6 | -1 | -6 | 0 | 8

Quoted from the listing.
COc1ccccc1-c1nnc2sc(COc3ccc(Cl)cc3)nn12 in AP complement is entered as 6
CCOC(=O)c1[nH]c2ccccc2c1NC(=O)C(CC)CC in CatS inh is entered as 0
